Screening results as filed in PubChem.
LAP4-GFP MLPCN: alters LAP4-GFP fluorescence in TOR pathway yeast screen; GFP response vs DMSO, % at 10 µM; S. cerevisiae LAP4-GFP multiplex, flow cytometry GFP, 3 h; median GFP as percent of DMSO wells; 320,000 tested, 0.34% active; AID 2023;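 active = GFP response vs DMSO above a set limit, about the screen mean plus 3 SD, cut at about 150% in these data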
MEP2-GFP yeast: yeast TOR pathway MEP2-GFP modulation. 330,000 tested, 0.51% active. GFP response vs DMSO, % at 10 µM. S. cerevisiae MEP2-GFP strain, flow cytometry GFP, 3 h; 100% = DMSO control level. AID 2016;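 active = GFP response versus DMSO above a set limit, roughly screen mean plus 3 SD, cut at about 180% in these data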;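 note: median GFP fluorescence of the barcode-gated MEP2-GFP cells per well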
AHR act: activators of human aryl hydrocarbon receptor. activation, % at 5 µM. P35869. AHR-responsive luciferase reporter cells, luminescence. 320,000 tested, 2.5% active. AID 2796; in the data active = activation above about 47%;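 note: 0% = vehicle wells and 100% = reference agonist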
AGP1 TOR yeast: modulators of TOR pathway AGP1-GFP in S. cerevisiae | S. cerevisiae AGP1-GFP multiplex flow cytometry, 3 h; GFP as percent of DMSO wells | 320,000 tested, 0.02% active | GFP response vs DMSO, % at 10 µM | AID 2066;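 active = GFP response relative to DMSO above a set limit, near screen average plus 3 SD, cut at about 150% in these data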;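 note: median GFP channel fluorescence of the gated AGP1 strain per well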
CIT2 TOR yeast: alters CIT2-GFP fluorescence in TOR pathway yeast screen; AID 2029; 320,000 tested, 0.065% active; S. cerevisiae CIT2-GFP strain, flow cytometry, 3 h; 100 means same as DMSO wells; GFP response vs DMSO, % at 10 µM;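 active = GFP response relative to DMSO above a set limit, near the screen mean plus 3 SD, cut at about 150% in these data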;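 note: ratio of well median GFP fluorescence to mean of DMSO wells on the plate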
procasp7 counter: activates human procaspase-7, counter-screen for procaspase-3 activators; recombinant procaspase-7, Ac-DEVD-pNA absorbance 405 nm; D23A/D198A/D206A triple mutant, cannot self-cleave; scale: DMSO 0, 5 µM enzyme 100; activation, % at 8.5 µM; P55210; 330,000 tested, 0.093% active;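 active = percent activation above the screen-wide mean plus 3 SD, cut at about 25% in these data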
Target sequence (P55210 whole entry D23A/D198A/D206A): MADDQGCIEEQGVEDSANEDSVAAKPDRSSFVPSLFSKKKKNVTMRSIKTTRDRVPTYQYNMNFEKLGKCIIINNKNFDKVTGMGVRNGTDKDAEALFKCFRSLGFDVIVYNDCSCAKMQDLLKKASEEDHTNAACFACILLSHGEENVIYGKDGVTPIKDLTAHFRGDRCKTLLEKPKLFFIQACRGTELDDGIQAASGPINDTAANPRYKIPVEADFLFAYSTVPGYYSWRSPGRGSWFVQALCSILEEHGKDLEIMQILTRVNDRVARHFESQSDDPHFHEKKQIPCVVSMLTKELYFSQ
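Test system: Procaspase-7 triple mutant (PC-7 D3A). Also added: Ac-DEVD-pNA substrate, 400 µM as added. Schedule: 1 h enzyme–compound preincubation and 2 h substrate reaction, both 25 °C. Signal: p-Nitroaniline absorbance at 405 nm, read at 0 and 120 min. Control set: low DMSO alone, high DMSO plus 5 µM PC-7.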
RPL19A TOR yeast: yeast TOR pathway RPL19A-GFP modulation | percent response vs DMSO, % at 10 µM | 330,000 tested, 0.3% active | S. cerevisiae RPL19A-GFP strain, flow cytometry, 3 h; stronger effect = lower value | AID 2025;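 active = percent response vs DMSO below 50%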;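 note: median channel GFP fluorescence of the barcoded RPL19A-GFP strain; ratio of sample median GFP to plate DMSO average so 100% = DMSO; lower means less RPL19A-GFP as with rapamycin TOR inhibition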
proCasp3 act: activators of human procaspase-3; activation, % at 8.5 µM; recombinant procaspase-3 D3A, Ac-DEVD-pNA absorbance 405 nm; 330,000 tested, 0.11% active; P42574;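 active = activation above the mean of all tested compounds plus 3 SD, cut at about 21% in these data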;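 note: 0% = DMSO alone and 100% = DMSO wells spiked with extra 5 µM PC-3 D3A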
Target sequence (P42574 whole entry D9A/D28A/D175A): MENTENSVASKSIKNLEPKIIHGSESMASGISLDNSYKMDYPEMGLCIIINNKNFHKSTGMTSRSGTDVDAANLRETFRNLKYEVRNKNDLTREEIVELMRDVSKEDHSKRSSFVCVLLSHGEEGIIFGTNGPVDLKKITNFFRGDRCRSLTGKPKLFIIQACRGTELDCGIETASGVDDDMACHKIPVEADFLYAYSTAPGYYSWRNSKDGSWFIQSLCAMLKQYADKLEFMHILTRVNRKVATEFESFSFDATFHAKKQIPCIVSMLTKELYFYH
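material = Procaspase-3 D3A mutant | probe or stimulus = Ac-DEVD-pNA | compound = single dose, 8.5 µM nominal compound, 0.8% DMSO | timing = 1 h preincubation, 2 h reaction | measured by = 405 nm absorbance of p-nitroaniline, reads at 0 and 120 min | benchmarks = DMSO-only low control, 5 µM PC-3 D3A high control | repeats = singlicate, each compound tested once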
An asterisk follows results filed as active.

Abbreviations: A = LAP4-GFP MLPCN; B = MEP2-GFP yeast; C = AHR act; D = AGP1 TOR yeast; E = CIT2 TOR yeast; F = procasp7 counter; G = RPL19A TOR yeast; H = proCasp3 act
CC(C)(C)OC(=O)N1CCN(C(=O)c2ncn(Cc3ccccc3)c2C(=O)N2CCN(C(=O)OC(C)(C)C)CC2)CC1
  A: 95; B: 98; C: -2; D: 98; E: 98; F: 2; G: 98; H: -5
COc1cc(OC)c2c(C)cc(=O)oc2c1C(CCN1CCN(c2ccccc2)CC1)c1ccc2c(c1)OCO2 (stereo unspecified)
  A: 90; B: 97; C: 10; D: 96; E: 96; F: -2; G: 95; H: -3
COC(=O)c1cn(NC(=O)c2ccc(F)cc2)c(=O)c2ccccc12
  A: 97; B: 99; C: -4; D: 94; E: 92; F: -1; G: 93; H: -6
C=CCNc1nc(-c2cccs2)c(CC(=O)O)s1
  A: 105; B: 91; C: 3; D: 109; E: 97; F: 3; G: 98; H: -3
CCOc1ccc(NS(=O)(=O)c2ccc(C(=O)N(CC)CC(=O)NCc3cccs3)cc2)cc1
  A: 102; B: 103; C: -1; D: 99; E: 108; F: 1; G: 101; H: -3
O=C(Nc1cccc(S(=O)(=O)NC2=NCCC2)c1)c1ccc(OC(F)F)cc1
  A: 107; B: 116; C: 7; D: 97; E: 103; F: 7; G: 95; H: 2
O=c1[nH][nH]c(C(F)(F)F)c1C=NCc1cccs1
  A: 83; B: 99; C: 6; D: 94; E: 102; F: -7; G: 102; H: 4
N=c1n(CCN2CCCCC2)c2ccccc2n1CC(O)COc1ccccc1 (stereo unspecified)
  A: 92; B: 115; C: 11; D: 73; E: 100; F: 0; G: 90; H: 2
O=C(c1ccc(F)cc1)C1CCN(C(=O)Nc2ccc(F)cc2F)CC1
  A: 100; B: 101; C: -2; D: 103; E: 96; F: 13; G: 100; H: 11
CCCCCC(O)(c1ccc(OC)cc1)C(CN1CCOCC1)c1ccccc1 (stereo unspecified)
  A: 95; B: 105; C: 0; D: 90; E: 93; F: 7; G: 100; H: -2
Cc1cc(C)c(CN2CCC(CO)(CCOc3ccccc3)CC2)cc1C
  A: 102; B: 101; C: -1; D: 102; E: 98; F: 2; G: 98; H: 6
CC(=O)c1cccc(NC(=O)c2nccnc2C(=O)O)c1
  A: 97; B: 98; C: 0; D: 101; E: 90; F: 6; G: 98; H: -1
COc1ccc(-c2nc(CS(=O)CC(=O)NCCc3ccc(OC)c(OC)c3)c(C)o2)cc1 (stereo unspecified)
  A: 94; B: 101; C: 5; D: 93; E: 99; F: 1; G: 96; H: -9
CCOC(=O)c1cc2occc2n1CC(=O)Nc1ccc(OC)cc1OC
  A: 107; B: 105; C: 0; D: 107; E: 108; F: -10; G: 102; H: -1
O=C(CN1CCCCCC1=O)N1CCN(S(=O)(=O)c2cccs2)CC1
  A: 107; B: 105; C: 2; D: 110; E: 100; F: 6; G: 110; H: 1
O=C(NC1CCCCC1)C1CCC(CNS(=O)(=O)c2cccc3nsnc23)CC1 (stereo unspecified)
  A: 98; B: 99; C: -2; D: 101; E: 102; F: 2; G: 99; H: 8
CCCC(=O)Nc1cc(-c2nn(C)c(=O)c3ccccc23)ccc1N1CCCCC1
  A: 96; B: 93; C: -1; D: 97; E: 99; F: -3; G: 99; H: 1
CCOc1ccc(C(C)=O)cc1CN1C(=O)C(=O)N(CC)C1=O
  A: 104; B: 108; C: 0; D: 108; E: 107; F: 6; G: 104; H: 7
O=C(COC(=O)Cn1[nH]c(=O)c2ccccc2c1=O)NNC(=O)c1ccccc1
  A: 104; B: 101; C: -2; D: 99; E: 94; F: -5; G: 104; H: -3
CCSc1nc(-c2ccc(OC)cc2)cc(-c2ccccc2)c1C#N
  A: 107; B: 108; C: 3; D: 106; E: 105; F: -5; G: 100; H: -4
Cc1cc(C=O)c(C)n1-c1ccc(N2CCOCC2)cc1
  A: 102; B: 89; C: 4; D: 91; E: 85; F: 4; G: 93; H: 5
COc1ccc(C2(NC(C)=O)CCN(C(=O)CCC(=O)O)CC2)cc1
  A: 104; B: 112; C: -1; D: 104; E: 100; F: 10; G: 99; H: 7
O=C(CN1C(=O)C2CCCCC2C1=O)Nc1nc(-c2ccccn2)cs1 (stereo unspecified)
  A: 96; B: 98; C: 12; D: 97; E: 92; F: -26; G: 99; H: -13
CC(=O)N1CCN(S(=O)(=O)c2ccc3c(c2)CCC(=O)N3)CC1
  A: 93; B: 99; C: 1; D: 98; E: 98; F: -6; G: 100; H: -7
O=C(NCc1ccc2c(c1)OCO2)c1cccc(Cl)c1
  A: 86; B: 92; C: 8; D: 83; E: 87; F: 13; G: 91; H: 7

Copied from the list:
Value for CCCCCC(O)(c1ccc(OC)cc1)C(CN1CCOCC1)c1ccccc1 (stereo unspecified) under procasp7 counter: 7
Value for O=C(CN1CCCCCC1=O)N1CCN(S(=O)(=O)c2cccs2)CC1 under AGP1 TOR yeast: 110

Not a retest: an excerpt of the list.
Abbreviations: A = LAP4-GFP MLPCN; B = MEP2-GFP yeast; C = AHR act; D = AGP1 TOR yeast; E = CIT2 TOR yeast; F = procasp7 counter; G = RPL19A TOR yeast; H = proCasp3 act
COc1ccc(C2(NC(C)=O)CCN(C(=O)CCC(=O)O)CC2)cc1
  A: 104; B: 112; C: -1; D: 104; E: 100; F: 10; G: 99; H: 7
O=C(CN1C(=O)C2CCCCC2C1=O)Nc1nc(-c2ccccn2)cs1 (stereo unspecified)
  A: 96; B: 98; C: 12; D: 97; E: 92; F: -26; G: 99; H: -13

Further records.
Abbreviations: A = LAP4-GFP MLPCN; B = MEP2-GFP yeast; C = AHR act; D = AGP1 TOR yeast; E = CIT2 TOR yeast; F = procasp7 counter; G = RPL19A TOR yeast; H = proCasp3 act
CCCC(=O)Nc1ncnc2c1ncn2[C@@H]1O[C@@H]2OP(=O)(O)OC[C@H]2[C@H]1OC(=O)CCC
  A: 103; B: 99; C: -1; D: 103; E: 106; F: 0; G: 101; H: 2
Cc1ccc(NC(=O)COC(=O)c2ccccc2Cl)cc1S(=O)(=O)N(C)C
  A: 94; B: 95; C: 0; D: 93; E: 96; F: 3; G: 98; H: -1
CC(C)NC(=O)N(C)C[C@H]1Oc2ccc(NC(=O)CCC(F)(F)F)cc2C(=O)N([C@H](C)CO)C[C@@H]1C
  A: 105; B: 100; C: 0; D: 101; E: 97; F: 0; G: 99; H: -3
Cc1cc(F)ccc1S(=O)(=O)N1CCCOC1CNC(=O)C(=O)NCC(C)C (stereo unspecified)
  A: 83; B: 92; C: -2; D: 94; E: 97; F: -1; G: 97; H: -4
CC1(C)CC(=O)C2=C(C1)OC1=C(C(=O)CC(C)(C)C1)C2c1ccc(O)cc1O
  A: 178*; B: 92; C: -1; D: 92; E: 80; F: -12; G: 88; H: -4
COc1cc(C(=O)O/N=C(\N)c2ccccn2)cc(OC)c1OC
  A: 121; B: 93; C: 13; D: 108; E: 99; F: 1; G: 101; H: 6
COc1ccc(NS(=O)(=O)c2ccc3c(c2)N(C(C)=O)CCO3)c(OC)c1
  A: 102; B: 92; C: 2; D: 95; E: 95; F: 5; G: 95; H: 3
O=c1cc[nH]c2c1ccc1cccnc12
  A: 131; B: 92; C: 2; D: 84; E: 67; F: -3; G: 98; H: -3
Cc1ccc(S(=O)(=O)N(C)c2ccccc2C(=O)Nc2ccc3c(c2)OCCO3)cc1
  A: 105; B: 102; C: 5; D: 112; E: 101; F: -1; G: 98; H: 4
Cc1nc(SCc2ccc([N+](=O)[O-])cc2)n[nH]1
  A: 94; B: 111; C: 2; D: 105; E: 108; F: 21; G: 105; H: 6
O=C(CSc1ncn[nH]1)Nc1nc(-c2cccc([N+](=O)[O-])c2)cs1
  A: 116; B: 100; C: -4; D: 100; E: 100; F: -1; G: 100; H: 1
CCN1CCN(Cc2ccc(NC(=O)c3cc(NC(=O)c4cc5cccc(OC)c5o4)cc(OC)c3)cc2C(F)(F)F)CC1
  A: 121; B: 95; C: 16; D: 86; E: 90; F: 4; G: 96; H: 1
C=CCC(CC=C)(NC(=O)c1ccccc1)c1ccccc1
  A: 95; B: 108; C: 2; D: 103; E: 99; F: 10; G: 103; H: 9
CCOc1ccccc1C1CC(=O)Nc2c1c(=O)n(C)c(=O)n2C (stereo unspecified)
  A: 89; B: 92; C: -1; D: 92; E: 88; F: 2; G: 103; H: -4
CCOCCCNC(=O)CSc1nnc(-c2ccc(S(=O)(=O)N3CCCC3)cc2)n1C
  A: 103; B: 109; C: 0; D: 100; E: 98; F: -6; G: 104; H: 15
O=C(C1CCN(c2ncnc3c2nc2n3CCCCC2)CC1)N1CCN(c2ccc(F)cc2)CC1
  A: 92; B: 93; C: 0; D: 92; E: 97; F: -1; G: 95; H: -3
CCCOC(=O)c1c(NC(=O)/C=C/c2cnn(C)c2C)sc(C(=O)OCC)c1C
  A: 106; B: 104; C: 2; D: 99; E: 106; F: 10; G: 102; H: 5
Cc1nc2nc(CNC(=O)OC(C)(C)C)nn2c(C)c1CCC(=O)Nc1ccc2c(c1)OCO2
  A: 109; B: 114; C: 7; D: 107; E: 107; F: -3; G: 104; H: -4
c1ccc2c(-c3nn4nnnc4c4ccccc34)cccc2c1
  A: 103; B: 102; C: 4; D: 98; E: 89; F: 8; G: 100; H: -8
CCOC(=O)c1c(NC(=O)CSc2nnnn2CC)sc(C)c1C
  A: 104; B: 107; C: 2; D: 103; E: 94; F: -10; G: 98; H: 1
Cc1ccccc1N=C(NO)c1nonc1N
  A: 107; B: 105; C: -1; D: 100; E: 92; F: 0; G: 98; H: 8
CN(C)c1ccc(CNS(=O)(=O)c2ccc3c(c2)NC(=O)CS3)cc1
  A: 98; B: 112; C: 5; D: 97; E: 94; F: -9; G: 101; H: -4
Cc1ccc(Cn2c(SC(C)C(N)=O)nc3ccccc3c2=O)cc1 (stereo unspecified)
  A: 106; B: 103; C: -1; D: 102; E: 105; F: 3; G: 101; H: -3
COc1ccc(CNC(=O)C2(CC(=O)NC(C)(C)C)CCCC2)cc1
  A: 95; B: 105; C: 2; D: 99; E: 100; F: 11; G: 101; H: 5
CC(NC(=O)CSc1nc2c(cc1C#N)CN(C)CC2)c1ccccc1 (stereo unspecified)
  A: 99; B: 100; C: 28; D: 94; E: 99; F: -40; G: 100; H: -34
Cc1cccc(N2CCN(C(=O)/C=C/c3ccco3)CC2)c1C
  A: 127; B: 94; C: 2; D: 100; E: 88; F: -2; G: 93; H: 2
O=C(CNS(=O)(=O)N1CCOCC1)N/N=C/c1cccnc1
  A: 96; B: 98; C: 0; D: 104; E: 94; F: 10; G: 97; H: 3
